CHRM1 antagonist: human M1 muscarinic receptor antagonists, primary screen, CHO-K1 cells, Fluo-8 calcium fluorescence, 1536-well. Muscarinic acetylcholine receptor M1 (Homo sapiens), P11229. 360,000 compounds, 1.3% hits. inhibition, % at 3 µM. CHO-K1 hM1, ACh EC80 antagonist;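 active = percent inhibition above its own plate's cutoff, namely the mean of that plate's compound wells plus 3 SD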;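 note: peak over basal fluorescence ratio during 140 s after agonist addition; 0% = ACh EC80 plus DMSO and 100% = DMSO alone without agonist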
Target sequence (P11229 whole entry, looked up): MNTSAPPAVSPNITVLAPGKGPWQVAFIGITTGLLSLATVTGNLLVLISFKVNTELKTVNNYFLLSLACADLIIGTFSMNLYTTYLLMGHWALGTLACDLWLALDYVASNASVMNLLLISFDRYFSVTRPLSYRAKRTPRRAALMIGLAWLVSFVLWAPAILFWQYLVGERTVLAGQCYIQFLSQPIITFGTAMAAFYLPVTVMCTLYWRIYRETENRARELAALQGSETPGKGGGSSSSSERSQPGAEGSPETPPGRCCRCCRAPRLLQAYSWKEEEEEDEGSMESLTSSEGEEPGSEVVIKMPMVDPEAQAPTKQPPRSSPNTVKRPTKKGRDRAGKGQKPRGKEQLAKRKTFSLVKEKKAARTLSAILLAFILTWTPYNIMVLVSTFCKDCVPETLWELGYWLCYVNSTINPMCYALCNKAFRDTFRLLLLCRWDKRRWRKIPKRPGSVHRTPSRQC
TAAR1 ag: human TAAR1 agonists, primary screen, Fluo-8 calcium fluorescence, CHO RD-HGA16 cells; Trace amine-associated receptor 1 (Homo sapiens), Q96RJ0; vehicle wells 0%, saturating PEA agonist 100%; activation, % at 3 µM; 360,000 compounds, 0.99% hits;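 active = activation above the mean activation of all test compounds in the run plus 3 SD, cut at about 38% in these data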
Target sequence (Q96RJ0 whole entry, looked up): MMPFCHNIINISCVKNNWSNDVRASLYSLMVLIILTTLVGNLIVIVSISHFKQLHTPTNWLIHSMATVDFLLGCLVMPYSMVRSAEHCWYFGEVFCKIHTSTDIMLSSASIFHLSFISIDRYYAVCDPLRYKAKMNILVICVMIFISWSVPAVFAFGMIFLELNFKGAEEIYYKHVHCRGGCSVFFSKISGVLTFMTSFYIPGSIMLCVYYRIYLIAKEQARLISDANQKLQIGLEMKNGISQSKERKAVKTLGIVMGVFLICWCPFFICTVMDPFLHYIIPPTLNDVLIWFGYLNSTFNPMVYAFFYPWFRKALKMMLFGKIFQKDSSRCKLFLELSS
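test system = CHO RD-HGA16 cells carrying human TAAR1 plus Gα16 | schedule = 17-24 h seeding, 75 min 37 °C dye, 30 min RT | compound dosing = 3 µM single concentration | control set = DMSO and PEA EC100 | replicates = n 1 | signal = Fluo-8 fluorescence, 5 s baseline then 140 s kinetic read | measure = percent activation vs PEA EC100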
CHO parental Ca: ATP-evoked calcium signal inhibitors, parental CHO, primary screen, counter-screen for OX1R antagonist project, cell-based, fluorescence, Fluo-8 calcium dye. parental CHO-K1, ATP-induced calcium, Fluo-8 fluorescence. inhibition, % at 5.6 µM. 330,000 compounds, 0.63% hits;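 active = inhibition above that plate's mean sample inhibition plus 3 SD, cut at about 26% in these data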;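 note: 0% = ATP-challenged DMSO wells and 100% = DMSO wells without ATP; some compounds past the cut are filed as inactive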
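Material: Parental CHO cells | Reagent: ATP | Compound dosing: Single nominal dose of 5.6 µM per compound | Detection: Intracellular calcium via Fluo-8 no-wash fluorescent dye | Read-out: % inhibition of ATP-induced calcium mobilization | Benchmarks: Low control ATP plus DMSO, high control DMSO only | Replicates: Singlicate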
V1R ag counter: agonists of human V1a receptor, primary screen, counter-screen for OXTR agonist project, fluorescence, CHO-V1R cells; activation, % at 3 µM; Fluo-8 calcium fluorescence, agonist mode; 0% DMSO, 100% 3 nM vasopressin; AID 2797, 2010; 320,000 compounds, 0.25% hits;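 active = activation above the mean activation of all tested compounds plus 3 SD, per screening run, cut at about 20% in these data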;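 note: signal is peak over basal fluorescence ratio across a 100 second FLIPR read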
M1 PAM: human M1 muscarinic receptor positive allosteric modulators, primary screen, CHO-K1 cells, Fluo-8 calcium fluorescence, 1536-well | activation, % at 3 µM | 360,000 compounds, 0.088% hits | Muscarinic acetylcholine receptor M1 (Homo sapiens), P11229 | CHO-K1 hM1, ACh EC20; 0% = ACh EC20, 100% = maximal ACh; in the data active = activation above about 19%, passing the limit was not always enough
TAAR1 antag: human TAAR1 antagonists, primary screen, Fluo-8 calcium fluorescence, CHO RD-HGA16 cells | antagonist | inhibition, % at 3 µM | 360,000 compounds, 1.5% hits | AID 624466, 2012;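 active = inhibition above a per-plate cutoff, the mean inhibition of test compounds on that plate plus 3 SD, cut at about 49% in these data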;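 note: 0% = DMSO plus EC80 beta-PEA response and 100% = DMSO alone without agonist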
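Test system: RD-HGA16 CHO cells with stable hTAAR1 and Gα16 / Probe or stimulus: EC80 β-phenethylamine stimulus / Times: seeding 17-24 h prior, 75-min 37 °C, 30-min RT dye loading / Detection: Fluo-8 calcium-sensitive fluorescence / Read-out basis: % inhibition scaled between DMSO and EC80 PEA controls / Repeats: singlicate, one well per test compound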
OXTR potentiate: human OXTR potentiators, primary screen, fluorescence, CHO-OTR cells, Fluo-8 calcium; Oxytocin receptor (Homo sapiens), P30559; Fluo-8 calcium fluorescence, potentiator mode; 0% = oxytocin EC15, 100% = EC100; activation, % at 3 µM; 320,000 compounds, 0.061% hits;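 active = activation above that plate's cutoff, the mean activation of tested compounds plus 3 SD, cut at about 6.6% in these data, passing the limit was not always enough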;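 note: 100% uses oxytocin at 75 nM as the full agonist control; some results filed as inactive read as strong as hits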
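Assay system: CHO-OTR cells, human receptor / Also added: oxytocin at about EC15, sub-maximal agonist stimulus / Dosing: single dose, 3.0 µM nominal final compound concentration / Incubation: 6 min pre-incubation, 100 s read / Technique: Fluo-8 calcium dye fluorescence / Read-out: % activation vs EC15 and EC100 oxytocin / Benchmarks: EC15 oxytocin low, 75 nM oxytocin high / Replicates: singlicate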
OXTR agonist: human OXTR agonists, primary screen, fluorescence, CHO-OTR cells, Fluo-8 calcium | Oxytocin receptor (Homo sapiens), P30559 | Fluo-8 calcium fluorescence; normalized: DMSO 0%, oxytocin 100% | activation, % at 3 µM | 320,000 compounds, 0.32% hits;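 active = activation above the mean of all tested compounds plus 3 SD, cutoff set per screening run, cut at about 20% in these data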;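 note: peak over basal fluorescence ratio from a 100 s FLIPR kinetic read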
M1 ag: human M1 muscarinic receptor agonists, primary screen, Fluo-8 calcium fluorescence, CHO-K1 cells, HTS | Muscarinic acetylcholine receptor M1 (Homo sapiens), P11229 | CHO-K1 hM1, agonist mode; 0% DMSO, 100% acetylcholine EC100 | activation, % at 3 µM | 360,000 compounds, 0.33% hits;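 active = activation above the run's mean compound activation plus 3 SD, cut at about 16% in these data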;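 note: peak over basal fluorescence ratio within a 140 s kinetic read after compound addition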
* marks the source's active call; other numbers are inactive results; . = no result given.

Preview:
SMILES	CHRM1 antagonist	TAAR1 ag	CHO parental Ca	V1R ag counter	M1 PAM	TAAR1 antag	OXTR potentiate	OXTR agonist	M1 ag
COCCn1c(CN2CC(C)CC(C)C2)nc2c1c(=O)n(C)c(=O)n2C (configuration not stated)	-2	1	-12	-0.5	2	-12	-6	-0.4	-5
C[C@@H](C(=O)N1CCNCC1)n1cc(CCCN=C(N)N)nn1	0	5	2	-0.3	6	25	1	-0.1	-6

The whole of this part, repeating the preview:
SMILES	CHRM1 antagonist	TAAR1 ag	CHO parental Ca	V1R ag counter	M1 PAM	TAAR1 antag	OXTR potentiate	OXTR agonist	M1 ag
COCCn1c(CN2CC(C)CC(C)C2)nc2c1c(=O)n(C)c(=O)n2C (configuration not stated)	-2	1	-12	-0.5	2	-12	-6	-0.4	-5
C[C@@H](C(=O)N1CCNCC1)n1cc(CCCN=C(N)N)nn1	0	5	2	-0.3	6	25	1	-0.1	-6
COc1ccc(N2CCN(C(=O)CN(c3ccc(OC)cc3)S(=O)(=O)c3ccccc3)CC2)cc1	-4	-2	-6	0.4	2	-12	-7	0.4	-3
CC(C)NC(=O)c1ccc(N(Cc2ccccc2)S(C)(=O)=O)cc1	-19	2	.	.	16	-7	.	.	2
O=C1c2ccccc2C(O)N1CCN1CCOCC1 (configuration not stated)	-10	1	0	0.1	3	-10	5	0.9	-2
COc1ccccc1C(=O)C1CCCN(C(=O)c2cc(CC(C)C)nc(C)n2)C1 (configuration not stated)	-5	1	-11	-0.6	8	4	-12	-1.1	-8
Cc1cc(NC(=O)c2ccc3c(c2)OCO3)ccc1NC(=O)c1ccco1	-13	5	-8	1.2	8	7	3	0.1	-4
CCC1S/C(=N\S(=O)(=O)c2cccs2)N(C2CCCCC2)C1=O (configuration not stated)	-43	4	-22	-0.6	7	13	-5	-2.3	-5
CC(=O)Nc1cccc(C(=O)Nc2ccc(S(=O)(=O)N3CCCCC3)cc2)c1	-3	4	-11	0.9	2	-1	-11	1.2	-2
COc1cccc(Nc2nc(-c3ccccc3)nc3ccccc23)c1	-28	2	3	0.5	17	8	-11	-1.2	-4
CCOC(=O)C1=C(COc2ccc(F)cc2Cl)NC(=O)NC1c1cc(C)ccc1C (configuration not stated)	4	13	-16	0.6	-4	4	-2	-1.1	-4
COC(=O)N/N=C/c1cn(Cc2ccc(F)cc2)c2ccccc12	6	0	-5	1.9	0	11	-4	-0.8	-4
CNC(=S)NCCc1ccc(OC)c(OC)c1	1	1	6	-0.2	-4	-5	0	1.6	-5
Cc1cccc(C(=O)Nc2cccc(OC(=O)c3cccc(C)c3)c2)c1	-7	5	-15	1.1	0	29	-16	-0.8	-3
COc1ccc(S(=O)(=O)N2CCC(C(=O)NC3CC3)CC2)cc1	-11	-2	-1	0.8	12	-4	-8	0.2	-3
C/C=C/c1ccc(OCCOCCNCc2ccccc2)c(OC)c1	-13	2	-13	5.6	4	2	-4	6.9	-8
O=C(C1=C[C@H](C2CCCCC2)C[C@H](OCc2ccc(CO)cc2)O1)N1CCOCC1	1	11	-11	1.9	4	-1	-14	1.5	1
CN(Cc1ccco1)C(=O)c1ccc(OC2CCN(Cc3ccccn3)CC2)cc1	-5	3	-11	0.1	-1	-18	-6	1.5	-5
C=CCOC(=O)C1=C[C@H](C2CC2)[C@@H](CCCO)[C@H](OCC)O1	-7	1	-8	1.2	4	11	-1	-1.0	0
CCOCCCn1c(SCc2ccccc2)nnc1-c1ccncc1	2	6	-14	1.4	-1	-17	3	1.0	-8
CNC(=O)COC(=O)/C=C/c1cccc(F)c1	-12	3	-6	-0.1	8	15	-13	0.4	-3
Cc1c(C(=O)N(Cc2ccccc2)C(C)C)oc2ccc(S(=O)(=O)N3CCOCC3)cc12	35	11	-18	8.2	-15	80*	-5	0.2	2
O=C(NC(c1ccc(F)cc1)c1cnccn1)C1CCN(CCOc2ccc(Cl)cc2Cl)CC1 (configuration not stated)	-20	17	.	.	25	15	.	.	-2
c1ccc(-c2nnc(N3CCN(c4ccccn4)CC3)c3ccccc23)cc1	48*	4	-20	0.2	-18	50*	-11	-0.8	-3
O=C(CCC(=O)OCc1ccc(C(=O)Oc2ccccc2)cc1)Nc1cccc2ccccc12	-2	8	-15	0.6	2	49*	-7	-1.4	-3

Rewritten field by field: part of the list above.
mol: CN(Cc1ccco1)C(=O)c1ccc(OC2CCN(Cc3ccccn3)CC2)cc1
- CHRM1 antagonist: -5
- TAAR1 ag: 3
- CHO parental Ca: -11
- V1R ag counter: 0.1
- M1 PAM: -1
- TAAR1 antag: -18
- OXTR potentiate: -6
- OXTR agonist: 1.5
- M1 ag: -5
mol: C=CCOC(=O)C1=C[C@H](C2CC2)[C@@H](CCCO)[C@H](OCC)O1
- CHRM1 antagonist: -7
- TAAR1 ag: 1
- CHO parental Ca: -8
- V1R ag counter: 1.2
- M1 PAM: 4
- TAAR1 antag: 11
- OXTR potentiate: -1
- OXTR agonist: -1.0
- M1 ag: 0

The list continues:
SMILES	CHRM1 antagonist	TAAR1 ag	CHO parental Ca	V1R ag counter	M1 PAM	TAAR1 antag	OXTR potentiate	OXTR agonist	M1 ag
COc1cccc(CNC(=O)COC(=O)c2ccc(Cl)s2)c1	-23	4	-6	1.0	10	-11	-1	2.5	0
Cc1cc(NC(=O)CNC(=O)C2CCCCC2)no1	0	16	-10	0.5	7	-8	8	0.0	-4
CN1CCSc2ccc(C(=O)NCc3cccc(F)c3)cc21	-6	1	-7	-1.4	7	-10	-7	-1.8	-6
Cc1nn(CC(=O)NC2CCCC2)c(C)c1[N+](=O)[O-]	-10	0	-10	-0.2	5	1	7	0.6	-2
CCCN(CCC)CCNC(=O)C1CC(=O)N(c2ccc(OC)cc2)C1c1ccc(OC)cc1 (configuration not stated)	4	8	-19	1.2	-5	6	-10	-0.8	-4
COc1ccc(CNC(=O)COC(=O)CCOc2ccc(C)cc2)cc1OC	-4	-2	-20	0.5	5	-21	-5	-2.4	-3
Cc1ccc(NC(=O)[C@@H](CC(C)C)NC(=O)[C@@H]2Cc3ccccc3CN2)cc1	1	2	-31	0.3	1	-20	1	-1.3	-3
COc1cccc(NC(=O)C2CCCCC2)c1	-8	4	-6	-0.1	14	2	-6	-0.1	-3
COC(=O)[C@H](CCSC)NC(=O)N1CCC(C)CC1	11	4	-12	-0.1	-7	-1	3	1.4	-4
C[C@@H](NCCc1ccc(O)cc1)[C@@H](O)c1ccc(O)cc1	-6	4	3	0.2	-6	-12	-2	-0.6	-7
COC(=O)C(C(=O)OC)C(CC(=O)c1ccc(Br)cc1)c1ccccc1 (configuration not stated)	-2	1	.	.	1	0	.	.	-1
Cc1cc(C)n(S(=O)(=O)c2ccccc2)n1	-31	3	1	1.1	5	-11	-1	0.5	0
O=C(NCC1CCCO1)C1CCN(C2CCN(C(=O)C3CCCCC3)CC2)CC1 (configuration not stated)	-8	3	-9	-0.7	5	21	-6	0.0	-12
CC(NC(=O)Cn1cc2c(n1)CCCCC2)c1ccccc1 (configuration not stated)	-10	-1	-11	-1.5	5	3	-7	-1.7	-2
CC1CCN(CC(=O)Nc2ccc(S(=O)(=O)NC3CC3)cc2)CC1	74*	2	-12	1.5	-25	-6	-5	0.4	-6
C/C(=N\NC(=O)c1nonc1N)c1cccs1	-6	0	-15	-0.6	2	-11	3	-2.0	-2
CS(=O)(=O)Nc1cccc(C2=NN(S(=O)(=O)c3ccc(F)cc3)C(c3cccs3)C2)c1 (configuration not stated)	-4	-1	-3	1.6	0	0	-8	0.6	-8
O=C(c1cccc([N+](=O)[O-])c1)N1CCN(S(=O)(=O)N2CCCCC2)CC1	-3	1	-10	1.7	4	6	-5	1.6	-3
Cc1ccc(NCc2nnc(SCCN3CCCCC3)n2CC2CCCO2)cc1Cl (configuration not stated)	-3	2	-29	1.6	3	-11	-8	1.3	-3
COc1ccc(Cn2c(C(C)C)nc3sc4ccccc4c(=O)c3c2=O)cc1	-1	-1	-14	0.3	6	0	0	-0.5	3
O=C1CC(c2ccccc2)Oc2cc(O)cc(O)c21 (configuration not stated)	2	0	-5	0.9	-5	8	0	1.1	-2
COc1cc(S(=O)(=O)NC2CCCC2)ccc1Cl	-30	21	3	-0.7	-3	-4	-17	-0.8	-5
CCOC(=O)N1CCN(CCC(=O)c2ccc(Br)cc2)CC1	14	15	.	.	-5	4	.	.	4
C=CCSC(=C(C#N)C#N)c1cc2c([nH]1)CCCC2	10	-2	-2	2.9	-1	2	-17	1.3	-4
FC(F)(F)c1ccc(N/N=C/c2cccnc2)nc1	-16	2	-12	1.8	16	13	-8	0.0	0
NC(c1ccccc1)c1csc(NC(=O)Nc2cccc(Cl)c2)n1 (configuration not stated)	7	64*	.	.	0	29	.	.	5
COc1ccc(CNC(=O)C2CCCN(C(=O)Nc3ccc(OC)cc3)C2)cc1 (configuration not stated)	-15	0	-6	0.3	8	-2	4	0.4	-1

Results in OXTR potentiate and TAAR1 ag (two entries from above):
mol	OXTR potentiate	TAAR1 ag
CC1CCN(CC(=O)Nc2ccc(S(=O)(=O)NC3CC3)cc2)CC1	-5	2
COCCn1c(CN2CC(C)CC(C)C2)nc2c1c(=O)n(C)c(=O)n2C (configuration not stated)	-6	1

Screening data as filed in PubChem BioAssay.
